EBI2 antag = antagonists of human EBI2 receptor; P32249; actives 0.81% (n = 360,000); AID 651636; EBI2 beta-arrestin recruitment, luminescence, 7a,25-OHC stimulated; inhibition, % at 5 µM; in the data active = inhibition above about 38%;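 note: enzyme fragment complementation signal reports receptor beta-arrestin coupling in cells; 0% = agonist plus DMSO wells and 100% = wells without agonist; some results beyond the cut were filed as inactive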
CXCR6 inh = inhibitors of human CXCR6 receptor. CHO-K1 PathHunter CXCR6 beta-arrestin, luminescence. O00574. inhibition, % at 20 µM. actives 0.36% (n = 360,000). AID 602244; in the data active = inhibition above about 34%, passing the limit was not always enough;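 note: antagonist mode with CXCL16 agonist at 10 nM final; 0% = 10 nM CXCL16 with DMSO and 100% = unstimulated wells without agonist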
UPR CHOP act = apoptotic UPR (CHOP) activation | CHO-CHOP luciferase reporter, luminescence; percent of tunicamycin response over DMSO baseline | activation, % at 10 µM | actives 0.34% (n = 330,000);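 active = at 10 µM dose, activation of 40% or more, normalized to positive control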;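 note: 100% = tunicamycin at 10 µg/mL and 0% = DMSO alone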
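assay system = CHO CHOP reporter cells | amount = 500 CHO-CHOP cells per well | buffer or medium = F12 with 10% FBS | incubation = 16-18 h cell attachment, then 6 h compound exposure, 37 °C | detection = luminescence read with Steady-Glo | read-out = percent activation relative to tunicamycin control | controls = tunicamycin high control, DMSO low control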
697 NFkB inh = lowers PMA/ionomycin-induced NF-kB signal in 697 B cells. 697 B-cell NF-kB luciferase reporter, 16 h. inhibition, % at 4 µM. actives 0.33% (n = 330,000). AID 435022; in the data active = inhibition above about 35%
XBP1 UPR activ = activators of adaptive arm of unfolded protein response (XBP1) | CHO-XBP1 luciferase reporter, IRE1-XBP1 UPR activation, luminescence; percent of tunicamycin response, DMSO as zero | activation, % at 20 µM | actives 0.33% (n = 330,000);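 active = versus positive control, 20 µM dose yields 30% or more activation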;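 note: 100% = tunicamycin at 10 µg/mL and 0% = DMSO only wells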
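incubation = overnight seeding at 37 °C, 6 h compound treatment at 37 °C | assay system = CHO-XBP1 cells stably carrying IRE1-XBP1-driven luciferase reporter | input = 1000 cells per well | detection = luciferase luminescence | dosing = single point, 20 µM final compound, 1% DMSO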
CCR6 antagonist = CCR6 (human) receptor antagonism. P51684. CHO-K1 CCR6 PathHunter beta-arrestin, luminescence, CCL20-stimulated. inhibition, % at 20 µM. actives 0.49% (n = 340,000);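 active = compounds whose inhibition of the agonist-driven luminescence signal at 20 µM reaches about 50%, limit read from the data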;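 note: cells stimulated with CCL20 at 14 nM final; plate controls were DMSO with CCL20 for no effect and DMSO without agonist for full effect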
Jurkat NFkB inh = inhibitors of the PMA/ionomycin-induced NF-kB reporter in Jurkat cells | actives 0.53% (n = 330,000) | PMA/ionomycin-induced NF-kB luciferase reporter, luminescence | inhibition, % at 4 µM; in the data active = inhibition above about 50%
Mdm2-MdmX inh = disrupts the human Mdm2-MdmX interaction. AID 485346. SaOS-2 split-luciferase Mdm2/MdmX complementation, luminescence. O15151+Q00987. inhibition, % at 8 µM. actives 3% (n = 330,000);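 active = inhibition of at least 50% at 8 µM in the primary screen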
Target sequence (O15151 whole entry, looked up): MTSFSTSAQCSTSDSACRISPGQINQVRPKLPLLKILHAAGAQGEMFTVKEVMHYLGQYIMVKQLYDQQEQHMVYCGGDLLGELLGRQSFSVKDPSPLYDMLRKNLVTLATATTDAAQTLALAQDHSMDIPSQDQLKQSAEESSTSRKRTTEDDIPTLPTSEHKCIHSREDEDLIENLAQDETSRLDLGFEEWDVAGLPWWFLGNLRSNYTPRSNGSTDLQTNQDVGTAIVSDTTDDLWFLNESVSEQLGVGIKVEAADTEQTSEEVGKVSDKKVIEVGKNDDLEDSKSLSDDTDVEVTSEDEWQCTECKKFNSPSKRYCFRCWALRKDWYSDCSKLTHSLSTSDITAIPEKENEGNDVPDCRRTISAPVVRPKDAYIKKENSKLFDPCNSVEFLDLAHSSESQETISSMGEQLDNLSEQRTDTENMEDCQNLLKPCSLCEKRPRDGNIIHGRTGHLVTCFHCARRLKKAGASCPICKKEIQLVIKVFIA
Target sequence (Q00987 whole entry, looked up): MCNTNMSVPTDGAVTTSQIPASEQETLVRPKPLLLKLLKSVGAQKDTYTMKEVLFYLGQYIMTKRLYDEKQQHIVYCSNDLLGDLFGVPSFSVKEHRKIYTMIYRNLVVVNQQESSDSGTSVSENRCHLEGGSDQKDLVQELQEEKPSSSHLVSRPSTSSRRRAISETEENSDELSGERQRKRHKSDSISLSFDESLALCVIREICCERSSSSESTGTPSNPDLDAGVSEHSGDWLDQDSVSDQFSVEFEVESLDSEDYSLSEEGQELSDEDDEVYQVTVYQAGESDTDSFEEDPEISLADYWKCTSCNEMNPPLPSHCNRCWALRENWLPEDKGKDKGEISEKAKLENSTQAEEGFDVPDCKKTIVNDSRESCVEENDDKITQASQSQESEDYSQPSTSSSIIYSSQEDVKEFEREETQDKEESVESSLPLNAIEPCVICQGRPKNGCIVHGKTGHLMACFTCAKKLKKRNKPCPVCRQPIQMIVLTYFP
Gli-Sufu antag = blocks Gli-Sufu signaling in a luciferase reporter; inhibition, % at 5 µM; Sufu-KO-LIGHT fibroblasts, Gli luciferase reporter luminescence; AID 588413; actives 0.74% (n = 340,000);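 active = inhibition above about 55%, limit read from the data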;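 note: 0% = DMSO-treated cells and 100% = wells with medium but no cells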
The depositor's hits bear a star.

Screening Cc1cccn2c(=O)c(C(=O)NC3CCCCC3C)c(O)nc12 (stereo unspecified) returned EBI2 antag 3, CXCR6 inh 7, UPR CHOP act 2.8, 697 NFkB inh -9, XBP1 UPR activ 4, CCR6 antagonist -4, Jurkat NFkB inh 9, Mdm2-MdmX inh 34 and Gli-Sufu antag -5.
For CC(=O)c1c(C)[nH]c(C(=O)OCC(=O)N2CCN(S(=O)(=O)c3ccc(C)cc3)CC2)c1C the results were EBI2 antag 1, CXCR6 inh -3, UPR CHOP act 0.3, 697 NFkB inh 5, XBP1 UPR activ -2, CCR6 antagonist 2, Jurkat NFkB inh -7, Mdm2-MdmX inh 45 and Gli-Sufu antag 9.
For COc1cccc(-n2c(CNc3ccc(F)cc3)nnc2SCC(N)=O)c1 the results were EBI2 antag -3, CXCR6 inh -7, UPR CHOP act -2.1, 697 NFkB inh 1, XBP1 UPR activ 0, CCR6 antagonist 9, Jurkat NFkB inh 5, Mdm2-MdmX inh 0 and Gli-Sufu antag 3.
For Cc1cc(=O)[nH]c(SCC(=O)Nc2ccccc2C)n1 the results were EBI2 antag -6, CXCR6 inh -5, UPR CHOP act 0.1, 697 NFkB inh -6, XBP1 UPR activ -2, CCR6 antagonist 3, Jurkat NFkB inh -11, Mdm2-MdmX inh -42 and Gli-Sufu antag 3.
For CC(C)(C)OC(=O)c1c(N)n(CCCN2CCCC2=O)c2nc3ccccc3nc12 the results were EBI2 antag 0, CXCR6 inh 2, UPR CHOP act 0.8, 697 NFkB inh 25, XBP1 UPR activ -1, CCR6 antagonist 5, Jurkat NFkB inh -1, Mdm2-MdmX inh -22 and Gli-Sufu antag 2.
Screening O=C(COc1ccccc1Cl)N1CCN(C(=O)c2ccco2)CC1 returned EBI2 antag -6, CXCR6 inh 0, UPR CHOP act 0.6, 697 NFkB inh -6, XBP1 UPR activ -1, CCR6 antagonist 8, Jurkat NFkB inh 2, Mdm2-MdmX inh 26 and Gli-Sufu antag -7.
`O=[N+]([O-])c1ccc(NCCCN2CCOCC2)c([N+](=O)[O-])c1` gave EBI2 antag -3, CXCR6 inh 4, UPR CHOP act 0.0, 697 NFkB inh 12, XBP1 UPR activ -1, CCR6 antagonist 8, Jurkat NFkB inh -6, Mdm2-MdmX inh -10 and Gli-Sufu antag 7.
Screening CCCCN1Cc2c(nc3cc(-c4ccco4)[nH]n3c2=O)C1=O returned EBI2 antag -8, CXCR6 inh -9, UPR CHOP act -0.4, 697 NFkB inh 11, XBP1 UPR activ 0, CCR6 antagonist 3, Jurkat NFkB inh -9, Mdm2-MdmX inh 8 and Gli-Sufu antag 8.
Screening CC1CCC(NS(=O)(=O)c2ccc(N3CCCC3=O)cc2)CC1 (stereo unspecified) returned EBI2 antag -14, CXCR6 inh -12, UPR CHOP act 1.7, 697 NFkB inh 1, XBP1 UPR activ -6, CCR6 antagonist -10, Jurkat NFkB inh 17, Mdm2-MdmX inh 31 and Gli-Sufu antag 29.
CCOc1ccccc1NC(=O)CSc1nnc2ccc(-c3ccccn3)nn12 was read as EBI2 antag 6, CXCR6 inh 7, UPR CHOP act 0.9, 697 NFkB inh -19, XBP1 UPR activ 5, CCR6 antagonist 1, Jurkat NFkB inh 0, Mdm2-MdmX inh -21 and Gli-Sufu antag -10.
Cc1ccc(CCNS(=O)(=O)c2ccc3c(c2)NC(=O)C(C)C(=O)N3)cc1 (stereo unspecified) was read as EBI2 antag -2, CXCR6 inh -13, UPR CHOP act -0.7, 697 NFkB inh -15, XBP1 UPR activ -1, CCR6 antagonist 12, Jurkat NFkB inh 2, Mdm2-MdmX inh 13 and Gli-Sufu antag 9.
Screening O=C(Nc1ccccc1)c1ccc2nsnc2c1 returned EBI2 antag 3, CXCR6 inh 0, UPR CHOP act 0.1, 697 NFkB inh -19, XBP1 UPR activ 1, CCR6 antagonist 5, Jurkat NFkB inh -26, Mdm2-MdmX inh 2 and Gli-Sufu antag -34.
`CC(CC(=O)NCc1ccc(Cl)cc1)c1ccccc1` (stereo unspecified) gave EBI2 antag 3, CXCR6 inh 5, UPR CHOP act 2.1, 697 NFkB inh -1, XBP1 UPR activ -3, CCR6 antagonist 15, Jurkat NFkB inh 7, Mdm2-MdmX inh 30 and Gli-Sufu antag 5.
For COc1cccc(CNC(=O)C2CCCN(c3nc4ccccc4o3)C2)c1 (stereo unspecified) the results were EBI2 antag 3, CXCR6 inh 6, UPR CHOP act 0.8, 697 NFkB inh 11, XBP1 UPR activ 0, CCR6 antagonist -3, Jurkat NFkB inh 18, Mdm2-MdmX inh 5 and Gli-Sufu antag 2.
Screening COc1cc(NS(=O)(=O)c2ccc3c(c2)C(C)(C)C(=O)N3C)cc(OC)c1 returned EBI2 antag -9, CXCR6 inh 3, UPR CHOP act -0.5, 697 NFkB inh -12, XBP1 UPR activ 0, CCR6 antagonist 9, Jurkat NFkB inh -7, Mdm2-MdmX inh -44 and Gli-Sufu antag 1.
Cc1ccc(C(=O)NCC(=O)NC2CC2)cc1 was read as EBI2 antag -7, CXCR6 inh 2, UPR CHOP act 1.1, 697 NFkB inh 13, XBP1 UPR activ 1, CCR6 antagonist -1, Jurkat NFkB inh 5, Mdm2-MdmX inh 6 and Gli-Sufu antag -4.
`N/C(=N\OC(=O)Cc1ccc(-c2ccccc2)cc1)c1cccnc1` gave EBI2 antag -3, CXCR6 inh -8, UPR CHOP act -1.2, 697 NFkB inh 7, XBP1 UPR activ -1, CCR6 antagonist -16, Jurkat NFkB inh -4, Mdm2-MdmX inh 29 and Gli-Sufu antag -2.
`NC(=O)c1ccsc1NC(=O)CS(=O)(=O)c1ccc(Cl)cc1` gave EBI2 antag 4, CXCR6 inh 0, UPR CHOP act 0.6, 697 NFkB inh 10, XBP1 UPR activ -4, CCR6 antagonist 8, Jurkat NFkB inh 21, Mdm2-MdmX inh 1 and Gli-Sufu antag -1.
Screening CN(C)C(=O)N1CCC(C(=O)NCc2ccc(F)cc2)CC1 returned EBI2 antag -10, CXCR6 inh 2, UPR CHOP act -2.7, 697 NFkB inh 19, XBP1 UPR activ -3, CCR6 antagonist 18, Jurkat NFkB inh -7, Mdm2-MdmX inh 27 and Gli-Sufu antag -5.
C=CCn1c(O)c(N=NC(=O)c2ccc3c(c2)OCO3)c2ccccc21 was read as EBI2 antag 10, CXCR6 inh 5, UPR CHOP act 0.0, 697 NFkB inh -22, XBP1 UPR activ 14, CCR6 antagonist 36, Jurkat NFkB inh -16, Mdm2-MdmX inh 28 and Gli-Sufu antag 6.
CCC(=O)N1CCCc2cc(S(=O)(=O)CCC(=O)Nc3ccccc3C)ccc21 was read as EBI2 antag -6, CXCR6 inh 9, UPR CHOP act -0.1, 697 NFkB inh -24, XBP1 UPR activ 1, CCR6 antagonist -2, Jurkat NFkB inh -3, Mdm2-MdmX inh 13 and Gli-Sufu antag -16.
For CCCOc1ccc(C2C(C(=O)c3ccc(C)o3)=C(O)C(=O)N2CCCn2ccnc2)cc1 (stereo unspecified) the results were EBI2 antag 5, CXCR6 inh 4, UPR CHOP act 2.1, 697 NFkB inh 7, XBP1 UPR activ 1, CCR6 antagonist -3, Jurkat NFkB inh 7, Mdm2-MdmX inh 5 and Gli-Sufu antag -12.
`Cn1c(=O)n(C)c2cc(S(=O)(=O)Nc3ccccc3)ccc21` gave EBI2 antag -5, CXCR6 inh -6, UPR CHOP act -2.6, 697 NFkB inh 1, XBP1 UPR activ -2, CCR6 antagonist 0, Jurkat NFkB inh -4, Mdm2-MdmX inh -2 and Gli-Sufu antag 8.
For CCOC(=O)C1=C(c2ccccc2)NC(=S)NC1c1ccc(C)c([N+](=O)[O-])c1 (stereo unspecified) the results were EBI2 antag -4, CXCR6 inh -5, UPR CHOP act 1.5, 697 NFkB inh 10, XBP1 UPR activ 1, CCR6 antagonist -6, Jurkat NFkB inh 2, Mdm2-MdmX inh -6 and Gli-Sufu antag -1.
For Cc1ccc(S(=O)(=O)N2CCN(c3ncnc4sccc34)CC2)cc1 the results were EBI2 antag -17, CXCR6 inh -4, UPR CHOP act 8.2, 697 NFkB inh -43, XBP1 UPR activ -3, CCR6 antagonist -9, Jurkat NFkB inh 30, Mdm2-MdmX inh 22 and Gli-Sufu antag 63*.
CC1CCN(C(=O)COC(=O)c2cc(Cl)c3c(c2)OCO3)CC1 was read as EBI2 antag -5, CXCR6 inh 2, UPR CHOP act 0.4, 697 NFkB inh 4, XBP1 UPR activ -2, CCR6 antagonist 15, Jurkat NFkB inh -33, Mdm2-MdmX inh -47 and Gli-Sufu antag -8.
For Cc1ccc(-c2cn3cccnc3n2)cc1NC(=O)c1c(-c2ccccc2Cl)noc1C the results were EBI2 antag 2, CXCR6 inh -5, UPR CHOP act -0.7, 697 NFkB inh 8, XBP1 UPR activ 2, CCR6 antagonist 0, Jurkat NFkB inh 44, Mdm2-MdmX inh 35 and Gli-Sufu antag -10.
For Cc1ccc(/C=C2\CCOC2=O)cc1 the results were EBI2 antag 12, CXCR6 inh -5, UPR CHOP act 0.6, 697 NFkB inh -9, XBP1 UPR activ 4, CCR6 antagonist 0, Jurkat NFkB inh 7, Mdm2-MdmX inh 17 and Gli-Sufu antag -7.
Screening O=C(Nc1cccc(S(=O)(=O)N2CCCC2)c1)c1ccc(Cl)nc1 returned EBI2 antag -4, CXCR6 inh -6, UPR CHOP act 0.8, 697 NFkB inh -39, XBP1 UPR activ -4, CCR6 antagonist 6, Jurkat NFkB inh 63*, Mdm2-MdmX inh 48 and Gli-Sufu antag -2.
CCn1cc(C(=O)NCC2CCCO2)c(=O)c2cc(S(=O)(=O)N(C)C3CCCCC3)ccc21 (stereo unspecified) was read as EBI2 antag 0, CXCR6 inh -5, UPR CHOP act 1.4, 697 NFkB inh -6, XBP1 UPR activ 4, CCR6 antagonist -10, Jurkat NFkB inh 7, Mdm2-MdmX inh -25 and Gli-Sufu antag 0.
`O=C(Nc1sc2c(c1CN1CCOCC1)CCC2)c1ccc(F)cc1` gave EBI2 antag 3, CXCR6 inh 8, UPR CHOP act 3.8, 697 NFkB inh -14, XBP1 UPR activ -2, CCR6 antagonist 2, Jurkat NFkB inh 4, Mdm2-MdmX inh 26 and Gli-Sufu antag 0.
Cc1ccc(C2CC(c3cccc(NS(C)(=O)=O)c3)=NN2S(C)(=O)=O)cc1 (stereo unspecified) was read as EBI2 antag -9, CXCR6 inh 3, UPR CHOP act 0.8, 697 NFkB inh -14, XBP1 UPR activ 6, CCR6 antagonist 3, Jurkat NFkB inh -10, Mdm2-MdmX inh -19 and Gli-Sufu antag -26.
Screening CC(C)c1[nH]c(=O)c(C#N)c2c1COC(C)(C)C2 returned EBI2 antag -11, CXCR6 inh 2, UPR CHOP act 0.8, 697 NFkB inh -8, XBP1 UPR activ 1, CCR6 antagonist 7, Jurkat NFkB inh 4, Mdm2-MdmX inh -14 and Gli-Sufu antag 2.
For O=C(NCc1ccc2c(c1)OCO2)C1CCN(S(=O)(=O)c2ccc(F)cc2)CC1 the results were EBI2 antag 29, CXCR6 inh -9, UPR CHOP act -1.4, 697 NFkB inh 12, XBP1 UPR activ -4, CCR6 antagonist -11, Jurkat NFkB inh 2, Mdm2-MdmX inh 8 and Gli-Sufu antag -3.

High-throughput results (PubChem)
